# High-throughput results (PubChem)
# BLM helicase inh: Bloom syndrome helicase (human) inhibition; recombinant BLM DNA unwinding, fluorescence dequenching; Potency, µM (highest dose often 56.1 µM), without a hit: at the highest dose activity change, negative = inhibition, usual class: inhibitors; 350,000 tested, 0.2% active;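 also: potency is read from the fitted curve at half-maximal effect; plate controls were vehicle for no effect and no enzyme for full effect; nearly all actives have a fitted effect of over 35% in size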
# APEX1 inh: APE1 (human) endonuclease inhibition; P27695; recombinant APE1, TAMRA/BHQ-2 abasic DNA cleavage fluorescence; Potency, µM (top dose mostly 65.8 µM), inactives show at the top dose activity change, negative = inhibition, usual class: inhibitors; 350,000 tested, 0.35% active; AID 2517;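 also: potency is read from the fitted curve at half-maximal effect; plate controls were vehicle for no effect and reference inhibitor for full effect; nearly all actives have a fitted effect of over 55% in size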
#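 Substrate: short duplex with […] THF abasic site, 5'-TAMRA and 3'-BHQ-2, 50 nM final. APE1 at 0.75 nM, preincubated 15 min RT with compound. Fluorescence increase from first to third read measured activity.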
# POLH inh: blocks human DNA polymerase eta activity; 390,000 tested, 1.2% active; recombinant Pol eta, fluorescent DNA replication assay; Potency, µM (highest dose often 114 µM), inactives show at the highest dose activity change, negative = inhibition, actives largely listed as inhibitors; Q9Y253; also: potency is read from the fitted curve at half-maximal effect; % is scaled to controls: 0 for no effect and ±100 for the full control effect
#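 Pol eta (10 nM) was preincubated with compounds for 15 min at room temperature, after which fluorescent replication substrate (50 nM final) was added to start the reaction. Fluorescence was read kinetically at 0 and 10 min.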
# Pol beta inh: inhibitors of human DNA polymerase beta; 340,000 tested, 1.3% active; Pol beta primer extension/strand displacement, fluorescence kinetic; Potency, µM (top dose mostly 114 µM), for inactives: top-dose activity change, negative = inhibition, most hits filed as inhibitors; AID 485314; also: potency is read from the fitted curve at half-maximal effect; % is scaled to controls: 0 for no effect and ±100 for the full control effect
#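 Preincubation: enzyme (10 nM) with compound, 15 min, RT. Reaction: substrate added to 50 nM final. Reads: 0 and 10 min. Analysis: normalized, Hill fit.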
# Pol kappa inh: inhibitors of human DNA polymerase kappa; Q9UBT6; purified Pol kappa, fluorescent DNA synthesis assay, 10 min; Potency, µM (series often up to 107 µM), without a hit: at the top dose activity, negative = inhibition, usual class: inhibitors; 400,000 tested, 0.53% active; also: potency is read from the fitted curve at half-maximal effect; % is scaled to controls: 0 for no effect and ±100 for the full control effect
#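 Kinetic fluorescence screen: compound preincubated 15 min RT with 10 nM enzyme; 50 nM substrate (final) initiates; reads at 0/10 min.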
# PGK inhibitor: inhibitors of T. brucei phosphoglycerate kinase; Potency, µM (highest dose often 57.5 µM), without a hit: at the highest dose activity change, negative = inhibition, most hits filed as inhibitors; 380,000 tested, 0.043% active; PGK/GAPDH coupled, Kinase-Glo luminescence, 60 min; P07378; also: potency is read from the fitted curve at half-maximal effect; % is scaled to controls: 0 for no effect and ±100 for the full control effect; nearly all actives have a fitted effect of over 60% in size
#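 Luminescent ATP detection (Kinase-Glo Plus) follows a 60-minute room-temperature incubation, with wells lacking PGK as controls. Buffer: 100 mM TEA (pH 7.6), 5 mM MgCl2, 0.01% Tween-20. Coupling enzyme GAPDH (100 nM final) supplies unstable 1,3-BPG in-well.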
# RXFP1 antag: RXFP1 (human) relaxin receptor antagonism | Q9HBX9 | HEK293-RXFP1, relaxin-stimulated cAMP HTRF, 30 min; hits give low values | activity change, negative = inhibition, % at 57.5 µM | 350,000 tested, 0.59% active;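 active = activity change of -60% or lower, but not beyond a set lower limit; inconclusive = change between -60% and -40%, or beyond the set limit; inactive = change above -40%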; also: % is scaled to controls: 0 for no effect and ±100 for the full control effect
# POLI inh: DNA polymerase iota (human) inhibition | Q9UNA4 | Pol iota fluorescent replication assay, 10 min | Potency, µM (titrated, usually from 115 µM), inactives show at the highest dose activity, negative = inhibition, usual class: inhibitors | 390,000 tested, 1% active | AID 588590; also: potency is read from the fitted curve at half-maximal effect
# Target sequence (Q9UNA4 whole entry, looked up): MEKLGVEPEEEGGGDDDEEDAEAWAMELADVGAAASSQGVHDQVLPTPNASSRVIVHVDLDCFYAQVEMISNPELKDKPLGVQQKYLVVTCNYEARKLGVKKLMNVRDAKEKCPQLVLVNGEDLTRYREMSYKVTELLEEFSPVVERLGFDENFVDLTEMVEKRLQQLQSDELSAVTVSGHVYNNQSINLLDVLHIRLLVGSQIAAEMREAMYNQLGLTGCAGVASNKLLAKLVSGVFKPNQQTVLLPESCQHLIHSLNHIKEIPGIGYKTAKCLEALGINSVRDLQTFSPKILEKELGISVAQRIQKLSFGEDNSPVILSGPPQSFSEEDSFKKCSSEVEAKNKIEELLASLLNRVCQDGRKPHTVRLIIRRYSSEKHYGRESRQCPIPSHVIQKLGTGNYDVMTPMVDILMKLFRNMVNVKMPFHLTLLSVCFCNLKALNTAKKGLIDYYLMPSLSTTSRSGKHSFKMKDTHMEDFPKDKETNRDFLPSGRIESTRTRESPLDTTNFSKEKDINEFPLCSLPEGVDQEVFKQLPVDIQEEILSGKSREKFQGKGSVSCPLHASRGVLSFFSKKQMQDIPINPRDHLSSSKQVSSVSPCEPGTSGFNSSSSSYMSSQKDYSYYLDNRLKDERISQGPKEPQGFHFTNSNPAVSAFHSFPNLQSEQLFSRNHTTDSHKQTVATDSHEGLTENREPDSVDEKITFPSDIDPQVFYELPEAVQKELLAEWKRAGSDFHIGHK
#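 Fluorescent replication assay read twice, at 0 min and 10 min after adding 50 nM (final) substrate. Enzyme (10 nM) and compounds were first incubated 15 min at room temperature; enzyme-free buffer wells were negative controls.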
# Apoferritin bind: binds horse apoferritin like a general anesthetic; 350,000 tested, 0.074% active; apoferritin/1-aminoanthracene competitive binding, fluorescence; Potency, µM (doses to about 77.5 µM), without a hit: at the top dose activity change, negative = displacement, usual class: inhibitors; P02791; also: potency is read from the fitted curve at half-maximal effect; % is scaled to controls: 0 for no effect and ±100 for the full control effect; nearly all actives have a fitted effect of over 20% in size
# Target sequence (P02791 2-175 limits assumed): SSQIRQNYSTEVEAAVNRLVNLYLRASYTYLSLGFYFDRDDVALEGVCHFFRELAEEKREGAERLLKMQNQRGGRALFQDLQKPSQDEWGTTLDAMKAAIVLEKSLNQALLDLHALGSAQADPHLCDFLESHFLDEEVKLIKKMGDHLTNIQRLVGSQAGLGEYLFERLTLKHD
#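 Concentration-response curves derived by four-parameter Hill fitting of normalized fluorescence, where compounds displaced 1-AMA from 10 uM horse apoferritin following a brief 10 min room-temperature incubation; propofol titration acted as positive control.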
# * hit, by the source's call; i = inactive; ? = inconclusive; . = no result given; [ ] = remark or other dose. Unless noted, calls follow the shape of the dose curve; as a rule, active = well fitted curve in the direction sought with a large enough effect; inconclusive = small, poorly fitted or top-dose-only effect, or another doubt; inactive = no such curve, though single readings can be large; an effect the other way counts as inactive or inconclusive. This is a subset. The share of hits here may be higher or lower than overall.
SMILES,BLM helicase inh,APEX1 inh,POLH inh,Pol beta inh,Pol kappa inh,PGK inhibitor,RXFP1 antag,POLI inh,Apoferritin bind
Brc1c(OCCOCCn2cncn2)ccc2ccccc12,2%,0%,-8%,-7%,5%,i,-3,?,-7%
O=C(/C=C/c1ccccc1[N+](=O)[O-])Nc1ccc(S(=O)(=O)Nc2ncccn2)cc1,-4%,29%,-9%,-2%,-14%,i,-14,3%,-8%
COc1cc(NC(=O)Cn2c(-c3cncs3)nc3ccccc32)cc(OC)c1OC,-10%,-1%,-14%,-1%,-2%,-7%,-6,-5%,-19%
CCOC(=O)C1CCCN(C(=S)Nc2ccc(F)cc2)C1 (stereo not given),-4%,6%,-11%,15%,1%,3%,0,89%[activator],-7%
Cc1ccccc1-c1nc(SCC(=O)N(C)c2ccccc2)c2c(=O)n(C)c(=O)n(C)c2n1,-3%,.,-25%,-4%,-1%[60.1 µM],-7%,-1,6%,-8%
COc1ccc(-c2ccccc2)c2oc(-c3ccco3)cc(=O)c12,.,.,-7%,.,-28%,5%,.,?,.
Cc1cc(C(=O)Nc2ccon2)c(C)o1,1%,-2%,-7%,0%,10%,-5%,-13,-26%,-4%
COc1ccc(NC(=O)C(Cc2cc(C)cc(C)c2)C(C)C(=O)O)cc1 (stereo not given),-3%,11%,5%,50%,1%,-4%,0,-9%,-5%
O=C(O)c1cc(NC(=O)c2cccc(F)c2)cc(NC(=O)c2cccc(F)c2)c1,-2%,-11%,-11%,8%,4%,-2%,1,159%[activator],-14%
Cc1onc(-c2c(F)cccc2Cl)c1C(=O)OCC(=O)N1C(C)CCCC1C (stereo not given),.,-1%,-12%,.,-15%,6%,-5,2%,.
COc1ccccc1N(CN1CCCC1=O)C(=O)c1ccccc1F,2%,-1%,-6%,38%,-13%,0%,-3,11%,-10%
Cc1ccc(C)c(-n2c(SCC(=O)Nc3nonc3C)nnc2-c2ccoc2C)c1,-6%,-1%,-7%,0%,-21%,-3%,19,0%,-10%
N=C(N)c1ccc(N=Nc2c(O)ccc3c2[nH]c2ccccc23)cc1,.,.,40µM*,.,79µM*,-11%,-3,-10%,.
Cc1cccc(NC(=O)CCOc2ccccc2)c1C,-7%,31%,3%,1%,-19%,1%,-1,9%,-11%
CC(=O)Nc1ccc(S(=O)(=O)N[C@@H](C)C(=O)OCC(=O)Nc2ccc3c(c2)OCCO3)cc1,.,.,-9%,.,-14%,-6%,9,30%,.

# Quoted at random: 2 records from the list, in no set order.
SMILES,BLM helicase inh,APEX1 inh,POLH inh,Pol beta inh,Pol kappa inh,PGK inhibitor,RXFP1 antag,POLI inh,Apoferritin bind
O=C(O)c1cc(NC(=O)c2cccc(F)c2)cc(NC(=O)c2cccc(F)c2)c1,-2%,-11%,-11%,8%,4%,-2%,1,159%[activator],-14%
O=C(/C=C/c1ccccc1[N+](=O)[O-])Nc1ccc(S(=O)(=O)Nc2ncccn2)cc1,-4%,29%,-9%,-2%,-14%,i,-14,3%,-8%

# Next structures follow.
SMILES,BLM helicase inh,APEX1 inh,POLH inh,Pol beta inh,Pol kappa inh,PGK inhibitor,RXFP1 antag,POLI inh,Apoferritin bind
COc1cccc(/C=N/NC(=O)COc2cccc3cccnc23)c1O,-6%,-1%,-15%,?,0%,-9%,-17,-19%,?
Cc1cc(C)cc(OCC(=O)Nc2cccc(C(=O)O)c2)c1,1%,2%,-1%,3%,-5%,-5%,5,7%[58.9 µM],-5%
CC(C)C(C(=O)N1CCN(C(=O)OC(C)(C)C)CC1)n1cc(-c2cn([C@@H](C)C(=O)N3CCN(C(=O)OC(C)(C)C)CC3)nn2)nn1 (stereo not given in full),-3%,2%,.,43%,.,.,.,.,-7%
Cc1ccc(OCC(=O)N(Cc2ccc(N(C)C)cc2)C2CCS(=O)(=O)C2)cc1 (stereo not given),-6%,14%,-17%,12%,-3%,-6%,-4,26%,-13%
CCn1c(Sc2ccc([N+](=O)[O-])cn2)nnc1-c1ccco1,-15%,25%,-20%,33%[activator],7%,-5%,-10,39%[activator],-10%
COCCn1c(N)c(N(Cc2ccccc2)C(=O)Cc2ccccc2F)c(=O)[nH]c1=O,-7%,-1%,2%,-13%,-11%,-1%,14,22%,-6%
OC[C@H]1O[C@@H](n2cnc3c(N[C@H]4CC5CCC4C5)ncnc32)[C@H](O)[C@@H]1O (stereo not given in full),.,14%,-4%[57.1 µM],13%[57.1 µM],.,.,.,-3%[58.9 µM],.
Cc1ccc(NC(=S)NN2CCN(C)CC2)c(C)c1,-1%,-1%,3%,15%,-3%[60.1 µM],-4%,-2,11%,-7%
COc1ccc(CCNC(=O)C(=O)Nc2ccc(C)c(C)c2)cc1OC,-9%,.,-10%,?,-2%[60.1 µM],i,1,6%,5%
Cc1cc(NC(=O)CSc2nc(C3CC3)nc3sc4c(c23)CCC(C)C4)no1 (stereo not given),.,.,0%,.,-5%,-9%,-8,-11%,.
Cc1ccc(N2CC(C(=O)Nc3ccccc3OC(F)F)CC2=O)cc1 (stereo not given),.,3%,-1%,.,-13%,-3%,-5,-17%,.
Cc1ccc(C)c(NC(=O)COc2coc(CN3CCc4ccccc4C3)cc2=O)c1,.,20%,-10%,.,-4%,1%,-1,7%,.
CC(=O)NC(CC(=O)OCC(=O)c1cc(C)ccc1C)c1ccccc1 (stereo not given),.,21%,-5%,.,-5%,10%,5,16%,.
CSc1nnc(Cn2c(=O)sc3ccccc32)n1-c1cccc(Cl)c1,-2%,-5%,-9%,22%,-1%,-8%,31,-9%[58.9 µM],?
CC(C)CC(=O)OCC(=O)Nc1ccccc1Sc1ccccc1,-8%,0%,-16%,2%,-19%[60.1 µM],i,-12,-1%,-5%
CCN(CC)C(=O)CSc1nnnn1-c1ccc(F)c(Cl)c1,0%,0%,-21%,?,1%,5%,-4,21%,-17%
CN1CCN(CC(=O)N(C)c2nc(-c3ccccc3)cs2)CC1,-6%,-1%,?,0%,1%,3%,-9,6%,-19%
CC(C)(C)OC(=O)N1CCCN(C(=O)c2ccc(Cl)cc2)CC1,-1%,-8%,-5%,36%,6%,-5%,5,38%[activator],-1%
N#Cc1ccc(NC(=O)COC(=O)C2=COCCO2)cc1,-4%,-4%,-5%,15%,3%,i,-9,?,-13%
OC1CC(c2ccco2)NC2(CCCCC2)C1 (stereo not given),-8%,-2%,-1%,8%,-3%,5%,12,4%,34%[activator]
CCC(CC)c1nn2c(=O)cc(COc3ccc(NC(=O)c4cccc(Cl)c4)cc3)nc2s1,-17%,.,-11%,9%,-18%,9%,.,31%[activator],6%
CCN(c1ccccc1)S(=O)(=O)c1cccc(C(=O)N(C)CC(=O)Nc2ccc(F)c(F)c2F)c1,.,.,-25%,.,-6%,-10%,4,24%,.
CCN1CCN(S(=O)(=O)c2ccc(Cl)c(C(=O)N(C)Cc3ccc(C(C)(C)C)cc3)c2)CC1,.,.,-18%,.,-7%,-6%,-9,-16%,.
Cc1c(C(=O)NCc2cccnc2)oc2ccc(S(=O)(=O)N3CCCCCC3)cc12,-3%,-11%,-6%,-4%,-2%,-3%,-32,1%,-23%
COC(=O)c1c(NC(=O)CC2Sc3ccc(C(F)(F)F)cc3NC2=O)sc(C)c1C (stereo not given),-4%,4%,-11%,23%,-5%,-1%,-1,17%,-14%
N#Cc1ccsc1NC(=O)CN1CCN(S(=O)(=O)c2ccc3ccccc3c2)CC1,-4%,-1%,-16%,-3%,?,0%,.,-2%,3%
Cc1ccc(OCCn2cc(/C=C3\C(=O)NN(c4ccccc4)C3=O)c3ccccc32)cc1,-18%,27%,?,3%,-8%,-1%,-8,-27%,-8%
CN(C)C(CNC(=O)c1ccc(S(=O)(=O)Nc2ccccc2F)cc1)c1ccco1 (stereo not given),.,12%,0%,.,-2%,-11%,-5,12%,.
COc1cc(CNC(=O)c2ccc3c(c2)c(C)c(C)n3Cc2cccc(C)c2)cc(OC)c1OC,-10%,.,-19%,-2%,-20%,0%,-11,11%,-6%
O=C(CN1C(=O)NC2(CCCC2)C1=O)NNC(=O)c1ccc(F)cc1,.,7%,-10%,.,-8%,-1%,9,11%,.
CC(C)CC1Nc2ncnc(N3CCOCC3)c2N(Cc2ccc(Cl)cc2)C1=O (stereo not given),.,1%,-1%,.,0%,-2%,.,10%,.
COc1ccc2nc(SCC(=O)Nc3ccc(S(=O)(=O)Nc4nccc(C)n4)cc3)[nH]c2c1,3%,2%,-2%,-18%,-9%,4%,-6,2%,-14%
CC(C)(C)NC(=O)CSc1nnc(CN2CCCCCC2=O)n1-c1ccccn1,2%,0%,6%,9%,-7%,2%,0,3%,-6%
CCOc1ccc(N2CC(C(=O)Nc3nnc(Cc4ccccc4)s3)CC2=O)cc1 (stereo not given),-6%,-8%,-19%,13%,-8%,3%,-11,93%[activator],0%
O=C(CN1C(=O)NC2(CCCCCCC2)C1=O)NC1CCCc2ccccc21 (stereo not given),4%,6%,-9%,0%,-4%,6%,9,21%,4%
COc1cccc(CNCCc2c[nH]c3ccccc23)c1OCc1ccccc1F,1%,-4%,-21%,1%,-3%[60.1 µM],-3%,-9,-6%,-11%
CC(=O)N/C(=C/c1ccc([N+](=O)[O-])cc1)C(=O)O,-8%,-5%,-2%,22%,-2%,2%,9,49%[activator],-5%
Cn1c(SCC(=O)Nc2ccccc2)nnc1-c1ccccc1,3%,.,-7%,-10%,-7%[60.1 µM],3%,2,12%,1%
CCCCOc1cccc(C2c3c(oc4ccccc4c3=O)C(=O)N2c2ccccn2)c1 (stereo not given),-1%,.,-2%,0%,-19%,-4%,1,2%,-6%
CCOC(=O)CSc1ncc(-c2ccc([N+](=O)[O-])cc2)[nH]1,0%,0%,-6%,-4%,-28%,i,6,18%,-5%
Cc1ncc(CO)c2c1OC(C)(C)OC2,2%,12%,-4%,7%,-11%,.,7,-3%,-4%
CCC(=O)N1CCc2cc(CNS(=O)(=O)c3ccc(Cl)s3)ccc21,-7%,.,-12%,36%[activator],-21%[60.1 µM],11%,6,15%,1%
